ERK EGF block = blocks ERK signaling stimulated by EGF | HEK293-V1b, EGF-stimulated phospho-ERK AlphaScreen | Potency, µM (doses to about 11.5 µM), inactives show at the highest dose activity change, negative = inhibition, actives largely listed as inhibitors | 130,000 tested, 0.41% active; active means well fitted inhibition curve with a large enough effect; inconclusive means small, poorly fitted or top-dose-only effect, or effect the other way;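 further: plate controls were stimulated vehicle wells for no effect and unstimulated vehicle basal for full effect; nearly all actives have a fitted effect of over 55% in size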
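HEK293 cells stably expressing V1b receptor, serum-reduced (1% FBS) overnight, got compound for 30 min at 37C, then 25 nM EGF for 5 min. Lysate phospho-ERK read by AlphaScreen SureFire; AC50 from Hill fits.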
* = called active by the depositor; & = joins results of further samples; [ ] = another dose, or the depositor's remark. Potency means the concentration at half of the fitted maximal effect. These rows are one share of the data. The share of hits here may be higher or lower than overall.

Results for COc1ccc(N(C(C)=O)S(=O)(=O)c2cccs2)cc1 ?
ERK EGF block: 5.5%

What do the screens show for `Cc1cccc(C)c1NC(=O)N1CCCC1C(=O)Nc1ccc(-n2cnnn2)cc1` (stereo not drawn)?
ERK EGF block: -5.1%

How did C=CCn1c(C)cc(-c2csc(NC)n2)c1C do in these assays?
ERK EGF block: 7.7%

Results for Cc1ccc(NC(=O)CC2S/C(=N/N=C/c3c[nH]c4ccccc34)NC2=O)cc1 (stereo not drawn) ?
ERK EGF block: 3.5%

How did CC(C)N1CCN(c2ccc(OC[C@@H]3CO[C@@](Cn4cncn4)(c4ccc(Cl)cc4Cl)O3)cc2)CC1 do in these assays?
ERK EGF block: 15.2%[25.7 µM]

Results for CC(C)(C)CC(C)(C)NCC(O)COCCOc1ccc(Br)cc1 (stereo not drawn) ?
ERK EGF block: 13.2%

How did O=C(CSc1ccc(Cl)cc1)NCc1ccco1 do in these assays?
ERK EGF block: -8.0%

How did COc1cc(C2OCC3C(c4ccc(OC5OC(CO)C(O)C(O)C5O)c(OC)c4)OCC23)ccc1O (stereo not drawn) do in these assays?
ERK EGF block: -2.6%[57.5 µM]

Results for Cc1ccc(C(=O)N2CCN(c3cnn(C)c(=O)c3Cl)CC2)cc1 ?
ERK EGF block: 2.8%

Results for CC(C)OC(=O)c1nnc(Cc2ccc(Cl)cc2)o1 ?
ERK EGF block: -1.7%

Results for O=C(N/N=C/C(Br)=C/c1ccccc1)c1cc(-c2ccco2)[nH]n1 ?
ERK EGF block: -9.4%

Results for CCn1cc(C(=O)N2CCN(c3ccccn3)CC2)c(=O)c2cc(S(=O)(=O)N(C)C3CCCCC3)ccc21 ?
ERK EGF block: -14.6%

What do the screens show for `O=C(CN1CCNCC1)NCCSc1ccc(Cl)cc1`?
ERK EGF block: 3.9%

What do the screens show for `CCOc1ccc2nc(NCCNC(=S)NCCCN(C)C)c(C#N)cc2c1`?
ERK EGF block: 5.7%

Results for CCO[C@@H]1OC(C(=O)N2CCN(Cc3ccc4c(c3)OCO4)CC2)=C[C@H](C2CC2)[C@H]1CCCO ?
ERK EGF block: -4.3%[57.5 µM]

What do the screens show for `COc1cc(NC(=O)Cc2nn(C)c(=O)c3ccccc23)cc(OC)c1OC`?
ERK EGF block: 1.9%

Results for COC(=O)CCc1nc2ccccc2nc1OC ?
ERK EGF block: -0.7%

What do the screens show for `CCn1c(Cl)c(C=O)s/c1=N\S(=O)(=O)c1ccccc1`?
ERK EGF block: 17.8µM*

Results for CC(=O)Nc1ccc2nc(NS(=O)(=O)c3ccc(C)cc3)sc2c1 ?
ERK EGF block: -8.9%[57.5 µM]

What do the screens show for `O=C(NCc1ccccn1)C1CCCCC1`?
ERK EGF block: -4.4%

How did O=C(NNC(=S)NC(=O)c1cccs1)c1ccc(NC(=O)c2ccccc2)cc1 do in these assays?
ERK EGF block: 2.5%

Results for O=C(c1ccccc1)c1ccccc1C(=O)N1CCN(C(=O)c2ccccc2)CC1 ?
ERK EGF block: -3.9%

How did COc1ccc(S(=O)(=O)Nc2c(C(=O)O)[nH]c3ccccc23)cc1OC do in these assays?
ERK EGF block: 5.5%

Results for COc1ccc(-c2[nH]ncc2-c2csc(C)n2)c(O)c1 ?
ERK EGF block: -5.4%

Results for CN(C)/C=C(\C#N)S(=O)(=O)c1ccccc1 ?
ERK EGF block: -2.8%

What do the screens show for `CC[C@]1(O)C[C@@H]2CN(CCc3c([nH]c4ccccc34)[C@](C(=O)OC)(c3cc4c(cc3OC)N(C)[C@H]3[C@](O)(C(=O)OC)[C@@H](C(=O)OC)[C@@]5(CC)C=CCN6CC[C@@]43[C@@H]65)C2)C1`?
ERK EGF block: 3.1%

What do the screens show for `CCOc1ccc(/C=C(\C#N)C(=O)c2c(C)[nH]c3ccccc23)cc1OC`?
ERK EGF block: -0.9%

What do the screens show for `COc1ccc(CNCC(O)COc2cccc3c2OC(C)(C)C3)cc1` (stereo not drawn)?
ERK EGF block: -1.0%

How did Cc1onc(-c2c(Cl)cccc2Cl)c1C(=O)N=S(C)(=O)c1ccccc1 (stereo not drawn) do in these assays?
ERK EGF block: 5.0%[57.5 µM]

What do the screens show for `COc1ccc([C@H]2Sc3ccccc3N(CCN(C)C)C(=O)[C@H]2OC(C)=O)cc1`?
ERK EGF block: 11.6%[25.7 µM]

What do the screens show for `Nc1nc2c(cnn2CCc2ccccc2)c2nc(-c3ccco3)nn12`?
ERK EGF block: inconclusive

Results for Nc1nnn(CC(=O)N/N=C/c2ccco2)n1 ?
ERK EGF block: 2.7%[57.5 µM]

Results for CCc1nn(C)c(N)c1C ?
ERK EGF block: 1.7%

How did CC1Cc2cc(/C=C3/SC(=S)N(C)C3=O)ccc2O1 (stereo not drawn) do in these assays?
ERK EGF block: inconclusive

How did NC(=O)CC(NC(=O)c1ccc(Br)cc1)c1ccc(N2CCN(c3ccccn3)CC2)c([N+](=O)[O-])c1 (stereo not drawn) do in these assays?
ERK EGF block: 2.6%[57.5 µM]

What do the screens show for `O=C(NCC1CCCO1)c1ccc2c(=O)n(CC3CCCO3)c(SCC(=O)N3CCCC3)nc2c1` (stereo not drawn)?
ERK EGF block: 4.6%

What do the screens show for `C=CCn1c(-c2ccncc2)n[nH]c1=S`?
ERK EGF block: -12.5%

Results for Cc1cccc(OCc2nnc(SCC(=O)N3c4ccccc4Sc4ccc(Cl)cc43)o2)c1 ?
ERK EGF block: -6.9%

What do the screens show for `CCn1c(SCC(=O)N/N=C/c2cc(OC)c(OC)c(OC)c2)nc2ccccc21`?
ERK EGF block: -1.6%

What do the screens show for `Cc1c(C(C)C)c(=O)n(-c2ccc(S(=O)(=O)NCc3ccccc3)cc2)n1C`?
ERK EGF block: -9.8%[57.5 µM]

Results for CCNc1nc(NCC)n2c(SCC(=O)c3ccc(C(C)C)cc3)nnc2n1 ?
ERK EGF block: 0.7%

How did COc1ccc([N+](=O)[O-])cc1NC(=O)COC(=O)c1ccccn1 do in these assays?
ERK EGF block: 8.9%

Results for Cc1onc(-c2c(F)cccc2Cl)c1C(=O)c1ccccc1O ?
ERK EGF block: 6.8%[57.5 µM]

How did O=S(=O)(NCc1ccccn1)c1ccc(Cl)s1 do in these assays?
ERK EGF block: -6.7%

Results for O=C(CCn1c(=O)c2ccccc2n(CC(=O)N2CCN(c3ccccc3)CC2)c1=O)NCc1ccco1 ?
ERK EGF block: -1.6%

How did COc1cc(N(C)C)c([N+](=O)[O-])cc1C(=O)N1CCOCC1 do in these assays?
ERK EGF block: -8.6%

Results for Cc1cc(C)n(-c2cc(O)c(-n3nc(C)cc3C)cc2O)n1 ?
ERK EGF block: -3.2%

How did Cc1ccc(NC(=O)CSc2ncnc3ccccc23)cc1S(=O)(=O)N1CCOCC1 do in these assays?
ERK EGF block: inconclusive

What do the screens show for `CC[C@H](C)[C@H](NC(=O)c1ccccc1)C(=O)Nc1ccc(S(=O)(=O)Nc2cc(C)nc(C)n2)cc1`?
ERK EGF block: 2.0%[57.5 µM]

What do the screens show for `FC(F)Sc1ccc(Nc2ncnc3nc[nH]c23)cc1`?
ERK EGF block: 2.5%

In the list so far, eight contain two or more sulfur atoms.
Results for COc1ccc(N(C(C)=O)S(=O)(=O)c2cccs2)cc1 ?
ERK EGF block: 5.5%

What do the screens show for `CCn1c(Cl)c(C=O)s/c1=N\S(=O)(=O)c1ccccc1`?
ERK EGF block: 17.8µM*

Results for CC(=O)Nc1ccc2nc(NS(=O)(=O)c3ccc(C)cc3)sc2c1 ?
ERK EGF block: -8.9%[57.5 µM]

How did O=C(NNC(=S)NC(=O)c1cccs1)c1ccc(NC(=O)c2ccccc2)cc1 do in these assays?
ERK EGF block: 2.5%

How did CC1Cc2cc(/C=C3/SC(=S)N(C)C3=O)ccc2O1 (stereo not drawn) do in these assays?
ERK EGF block: inconclusive

Results for Cc1cccc(OCc2nnc(SCC(=O)N3c4ccccc4Sc4ccc(Cl)cc43)o2)c1 ?
ERK EGF block: -6.9%

How did O=S(=O)(NCc1ccccn1)c1ccc(Cl)s1 do in these assays?
ERK EGF block: -6.7%

How did Cc1ccc(NC(=O)CSc2ncnc3ccccc23)cc1S(=O)(=O)N1CCOCC1 do in these assays?
ERK EGF block: inconclusive

The list goes on:
How did C/C(=N/NC(=O)c1cc(-c2ccc(Br)s2)[nH]n1)c1ccco1 do in these assays?
ERK EGF block: -4.8%

What do the screens show for `CCc1ccc(-n2c(=S)sc3c(=O)n(-c4ccccc4OC)c(=S)[nH]c32)cc1`?
ERK EGF block: 0.2%

How did CN(c1ccccc1)S(=O)(=O)c1ccc(C(=O)NCc2cccs2)cc1 do in these assays?
ERK EGF block: 5.0%[57.5 µM]

Results for Nc1ccc(S(=O)(=O)Nc2nccs2)cc1 ?
ERK EGF block: 2.0%

Results for Cc1cc(NC(=O)COC(=O)c2cccc(S(=O)(=O)N(C)C3CCCCC3)c2)no1 ?
ERK EGF block: -29.1%[57.5 µM]

Results for CC(=O)c1ccc(N(C(=O)CNC(=O)c2ccco2)C(C(=O)NCC2CCCO2)c2ccccc2)cc1 (stereo not drawn) ?
ERK EGF block: 2.0%

Results for Cc1ccc(C)c2nc(Cl)c(C#N)cc12 ?
ERK EGF block: 1.3%

Results for CCc1nnc(NC(=O)C2CCCN2S(=O)(=O)c2ccccc2)s1 (stereo not drawn) ?
ERK EGF block: -10.7%

How did CC(C)C(OC(=O)CCC(=O)Nc1nccs1)C(=O)NC1CCCCC1 (stereo not drawn) do in these assays?
ERK EGF block: -4.3%

How did COc1ccc(/C=N/Nc2ncc(Br)cn2)c(OC)c1 do in these assays?
ERK EGF block: -0.2%

Looked up by structure from the entries so far, two records:
Results for CC(=O)c1ccc(N(C(=O)CNC(=O)c2ccco2)C(C(=O)NCC2CCCO2)c2ccccc2)cc1 (stereo not drawn) ?
ERK EGF block: 2.0%

How did COc1ccc(/C=N/Nc2ncc(Br)cn2)c(OC)c1 do in these assays?
ERK EGF block: -0.2%

Next section:
What do the screens show for `CCn1cc(CNC(=O)c2ccc(Cl)c([N+](=O)[O-])c2)c(C)n1`?
ERK EGF block: -3.0%

Results for COC(=O)c1cn(NC(=O)Cc2ccc(Cl)cc2)c(=O)c2ccccc12 ?
ERK EGF block: -10.0%

How did C=CCSc1nnc(NC(=O)COc2ccccc2)s1 do in these assays?
ERK EGF block: 3.1%

What do the screens show for `CC(N)(C(=O)O)c1cccc(OCc2cccc(Cl)c2)c1` (stereo not drawn)?
ERK EGF block: 3.1%[57.5 µM]

What do the screens show for `COc1ccc2c(C)cc(N3CCCCCC3)nc2c1`?
ERK EGF block: 0.8%

What do the screens show for `CCN(CC)CCCNC(=O)CNC(=O)c1nn(-c2ccc(OC)cc2)c(=O)c2ccccc12`?
ERK EGF block: -2.6%

Results for COc1ccccc1C1CCN(C(=O)c2cnn(-c3ccccc3)c2C)CC1 ?
ERK EGF block: -1.2%[57.5 µM]

How did CCN(CC)C(=O)CCS(=O)(=O)c1cccc2nonc12 do in these assays?
ERK EGF block: 6.2%

Results for COCCn1c(C(=O)N2CCCC2)cc2c1C[C@H]1CN(C(=O)c3ccccc3)[C@@](Cc3ccc(F)cc3)(C(=O)OC)[C@@H]21 ?
ERK EGF block: -2.3%&-2.6%

What do the screens show for `CC(C)C12CN3CC(C(C)C)(CN(C1)C3c1ccc([N+](=O)[O-])o1)C2=O` (stereo not drawn)?
ERK EGF block: 14.8%[57.5 µM]

Results for CCOc1ccccc1C1C2CCCCC2(O)CCN1C(=O)c1cccs1 (stereo not drawn) ?
ERK EGF block: 10.2%

Results for CCC(=O)Nc1cccc2cccnc12 ?
ERK EGF block: -7.9%

What do the screens show for `O=C(Nc1cc(S(=O)(=O)Nc2ccccc2Cl)ccc1O)c1sc2cc(Cl)ccc2c1Cl`?
ERK EGF block: -3.2%

Results for COc1ccc(S(=O)(=O)N/N=c2\oc3c(OC)cccc3cc2S(=O)(=O)c2ccc(C)cc2)cc1OC ?
ERK EGF block: -5.5%

What do the screens show for `Cc1ccc(/C=C2\SC(=S)N(c3cccnc3)C2=O)o1`?
ERK EGF block: inconclusive

Results for CCC(C)(C)C1CCc2nc3ccccc3c(C(=O)OC(C)C(=O)Nc3c(C)n(C)n(-c4ccccc4)c3=O)c2C1 (stereo not drawn) ?
ERK EGF block: 1.4%

Results for COc1ccc(CCNC(=O)c2ccc(CSc3ccccc3)o2)cc1 ?
ERK EGF block: -6.5%

Results for Fc1ccc(Nc2ncnc3sc4c(c23)CCC4)cc1F ?
ERK EGF block: 2.51µM*

How did COc1ccc(Br)c2oc(S)cc(=O)c12 do in these assays?
ERK EGF block: -2.3%

Results for COc1ccc(NC(=O)CSc2nnc(-c3cccnc3)n2C)cc1 ?
ERK EGF block: -8.4%[57.5 µM]

How did COc1cc(-c2nc(CN3CCN(c4ncccn4)CC3)c(C)o2)ccc1F do in these assays?
ERK EGF block: 6.0%

Results for Cn1ncc2c(NNC(=O)c3ccc(O)cc3)ncnc21 ?
ERK EGF block: -12.9%

Results for CN1CCN(C(=O)C2=C[C@@H](c3coc4ccccc4c3=O)C[C@@H](OCc3ccc(CO)cc3)O2)CC1 ?
ERK EGF block: -4.7%[57.5 µM]

What do the screens show for `C/C=C/c1ccc(OCCCCOc2ccccc2C(C)=O)c(OC)c1`?
ERK EGF block: -2.7%

What do the screens show for `CCn1c(/C=C/Nc2ccccc2)[n+](CC)c2cc(Cl)c(Cl)cc21`?
ERK EGF block: -1.4%

What do the screens show for `CN(NC1CC(=O)N(c2ccccc2)C1=O)c1ccccc1` (stereo not drawn)?
ERK EGF block: 6.1%

Results for Cc1ccc(S(=O)(=O)N2CCCCC2)cc1NC(=O)COC(=O)c1ccc2c(c1)OCO2 ?
ERK EGF block: -5.1%

Results for CCOC(=O)c1ccc(NC(=O)COc2ccc(S(=O)(=O)NC(C)(C)C)cc2)cc1 ?
ERK EGF block: -1.0%

How did NNC(=O)CSCc1nc(-c2ccc(Cl)cc2)cs1 do in these assays?
ERK EGF block: -3.7%[57.5 µM]

Assay outcomes (PubChem)
